ULK1 inh = blocks human autophagy kinase ULK1. O75385. AlphaScreen Atg13 phosphorylation by ULK1, luminescence. inhibition, % at 5.96 µM. 1.9% of 30,000 active. AID 1259251; in the data active means inhibition above about 43%;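 further: 0% = median of compound wells and 100% = no enzyme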
Target sequence (O75385 whole entry, looked up): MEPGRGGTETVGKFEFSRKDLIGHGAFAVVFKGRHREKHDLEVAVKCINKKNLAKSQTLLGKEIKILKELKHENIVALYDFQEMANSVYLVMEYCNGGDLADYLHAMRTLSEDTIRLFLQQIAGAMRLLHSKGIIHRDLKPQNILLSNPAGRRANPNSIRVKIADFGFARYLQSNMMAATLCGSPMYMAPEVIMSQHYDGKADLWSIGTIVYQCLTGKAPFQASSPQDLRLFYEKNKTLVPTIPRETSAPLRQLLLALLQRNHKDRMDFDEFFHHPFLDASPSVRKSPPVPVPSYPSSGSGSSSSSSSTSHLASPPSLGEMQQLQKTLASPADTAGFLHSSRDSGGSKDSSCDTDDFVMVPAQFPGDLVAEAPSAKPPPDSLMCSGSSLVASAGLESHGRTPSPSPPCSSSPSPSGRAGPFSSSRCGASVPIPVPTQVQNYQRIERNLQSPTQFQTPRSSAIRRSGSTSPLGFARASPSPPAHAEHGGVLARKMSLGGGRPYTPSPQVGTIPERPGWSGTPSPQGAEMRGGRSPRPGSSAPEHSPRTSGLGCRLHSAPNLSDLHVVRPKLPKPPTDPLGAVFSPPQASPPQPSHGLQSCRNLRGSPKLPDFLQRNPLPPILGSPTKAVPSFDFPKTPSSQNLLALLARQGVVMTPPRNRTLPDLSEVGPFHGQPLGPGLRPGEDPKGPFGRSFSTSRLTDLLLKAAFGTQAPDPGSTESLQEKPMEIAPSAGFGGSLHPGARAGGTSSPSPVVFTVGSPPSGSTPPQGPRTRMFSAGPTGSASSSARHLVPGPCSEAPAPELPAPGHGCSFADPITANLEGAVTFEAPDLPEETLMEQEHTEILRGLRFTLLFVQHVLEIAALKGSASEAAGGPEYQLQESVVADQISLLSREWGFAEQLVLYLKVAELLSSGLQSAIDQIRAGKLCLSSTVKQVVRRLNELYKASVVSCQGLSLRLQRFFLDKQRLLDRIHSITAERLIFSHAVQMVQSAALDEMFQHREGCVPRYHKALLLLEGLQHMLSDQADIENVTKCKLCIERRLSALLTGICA
ASK1 primary = human ASK1 kinase inhibition, primary screen; Q99683; AlphaScreen MKK6 phosphorylation by ASK1, luminescence; inhibition, % at 7.44 µM; 0.99% of 22,000 active; AID 1159602; in the data active means inhibition above about 35%;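 further: 0% = median of compound wells and 100% = no enzyme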
Starred values were filed as active, the others as inactive; . = not tested or not shown.

ULK1 inh | ASK1 primary | Molecule
5.2 | 1.7 | Nc1nc(NCCO)cc(Nc2ccc3ncccc3c2)n1
5.1 | 20.4 | COc1cc(Nc2nc(NC3CCN(Cc4ccccc4)CC3)c3ncn(C(C)C)c3n2)cc(OC)c1OC
1.4 | -28.7 | OCCNc1ncnc2nc(Nc3ccc(C(F)(F)F)cc3)[nH]c12
-22.2 | -1.8 | COc1cc(Nc2nc(NCc3cccc(C(F)(F)F)c3)c3ncn(C(C)C)c3n2)cc(OC)c1OC
-0.7 | 14.5 | Nc1nccc(-c2ccc3nc(C4COc5ccccc5C4)[nH]c(=O)c3c2)n1 (configuration not stated)
-13.8 | -9.5 | CCCNc1cc(Nc2ccccc2)nc(N)n1
-2.5 | -10.4 | O=C(NCCOc1ccccc1)c1cccc(Nc2cccnc2)c1
-8.0 | . | COc1cc(CNCCN(C)C)cc(OC)c1OC
-8.0 | . | C/C(CC(=O)NCc1ccco1)=N\NC(=O)c1ccc(Cl)cc1Cl
-4.9 | -2.9 | CCN(CC)C(=O)C1CCCN(c2nc3ncnc(NCCO)c3[nH]2)C1 (configuration not stated)
-43.3 | 1.0 | COc1ccccc1CNC(=O)c1c[nH]c2cc(-c3cn[nH]c3)ccc12
-20.0 | -19.2 | O=C(NCc1cccc(C(F)(F)F)c1)c1cccc(Nc2ccncc2)n1
19.4 | -21.0 | NC(=O)c1ccccc1Nc1cc(NC(=O)Cc2ccc(F)c(F)c2)ncc1C(F)(F)F
-1.4 | 3.6 | CCN(CC)C(=O)C1CCCN(c2nc3c(NC4CCN(Cc5ccccc5)CC4)ncnc3n2C(C)C)C1 (configuration not stated)
-4.8 | -1.7 | COc1cc(-c2cn[nH]c2)ccc1NC(=O)[C@H]1CNC[C@@H]1c1ccccc1
-6.6 | 3.7 | Nc1nc(-c2ccccc2)nc2c1ncn2-c1ccccc1
-29.7 | 15.8 | CC(C)n1cnc2c(NC3CCN(Cc4ccccc4)CC3)nc(N3CCN(c4ccccn4)CC3)nc21
-16.9 | -2.6 | O=C(NCCCN1CCOCC1)c1cccc(-n2ncc3cc(Nc4c(Cl)cccc4Cl)ccc32)c1
5.0 | -18.5 | Nc1cc(-c2cccs2)nc(N)n1
2.4 | . | CN[C@H](CC(C)C)C(=O)N[C@H]1C(=O)N[C@@H](CC(N)=O)C(=O)N[C@H]2C(=O)N[C@H]3C(=O)N[C@H](C(=O)N[C@H](C(=O)O)c4cc(O)cc(O)c4-c4cc3ccc4O)[C@H](O)c3ccc(c(Cl)c3)Oc3cc2cc(c3O[C@@H]2O[C@H](CO)[C@@H](O)[C@H](O)[C@H]2O[C@H]2C[C@](C)(N)[C@H](O)[C@H](C)O2)Oc2ccc(cc2Cl)[C@H]1O
2.6 | 2.0 | COc1ccc(-c2nc(N)nc(OC)n2)cc1
-11.9 | -0.8 | Nc1cccc(-c2nccc(NCc3cccc(C(F)(F)F)c3)n2)c1
-22.2 | 2.4 | Cn1nccc1Nc1nc2ccc(C(=O)NCCc3ccc(O)cc3)cc2s1
5.5 | . | Cc1c(Nc2ncccc2C(=O)O)cccc1C(F)(F)F
3.3 | -0.8 | COc1cc(Nc2ccnc(N3CCc4ccccc4C3)n2)cc(OC)c1OC
-12.6 | . | c1ccc(-c2cc(N3CCN(c4ccccn4)CC3)nc(-c3ccccn3)n2)cc1
7.9 | 9.0 | O=C(NCCCN1CCCC1=O)c1ccc2nc(Nc3cnccn3)sc2c1
-10.7 | . | Fc1ccccc1-c1cc(N2CCOCC2)nc(-c2ccccc2)n1
7.4 | -10.5 | Cc1nn(C)c(C)c1-c1nc(NCCO)c2ncn(C3CCCCC3)c2n1
-3.9 | 14.7 | CCCNc1nc(N2CCN(c3ccccn3)CC2)nc2c1ncn2C(C)C

2 compounds picked at random from the list so far:
ULK1 inh | ASK1 primary | Molecule
19.4 | -21.0 | NC(=O)c1ccccc1Nc1cc(NC(=O)Cc2ccc(F)c(F)c2)ncc1C(F)(F)F
-11.9 | -0.8 | Nc1cccc(-c2nccc(NCc3cccc(C(F)(F)F)c3)n2)c1

The listing continues:
ULK1 inh | ASK1 primary | Molecule
4.7 | -18.6 | CCNc1nccc(Nc2ccccc2)n1
12.3 | 4.9 | COc1cc2nc(Nc3ccncn3)nc(NC3CC3)c2cc1OC
2.0 | -14.3 | NC(=O)c1ccc(-c2cc(NCCOc3ccccc3)nc(N)n2)cc1
0.0 | -14.6 | CCn1c(=O)[nH]c2ncnc(-c3ccc4nc(C5COc6ccc(OC)cc6C5)[nH]c(=O)c4c3)c21 (configuration not stated)
-21.4 | 18.9 | COc1ccc(CCNc2nc(N3CCN(c4ccccn4)CC3)nc3c2ncn3C(C)C)cc1
-3.9 | -11.6 | COc1cc2nc(Nc3ccncn3)nc(NCc3ccccc3)c2cc1OC
44.6* | . | O=C(O)c1c(Cl)c(Cl)c(Cl)c(Cl)c1-c1c2cc(I)c(=O)c(I)c-2oc2c(I)c(O)c(I)cc12
-11.1 | -1.0 | O=C(NCc1nc2ccccc2[nH]1)c1cccc(N2CCN(c3ccccn3)CC2)n1
16.7 | 8.3 | O=C(NC1CC1)c1ccc(-c2nc3ncnc(NCc4cccnc4)c3[nH]2)cc1
-5.3 | -8.6 | O=C(Cc1cn(-c2ccc(NCc3cccnc3)nn2)c2ccccc12)NCCOc1ccccc1
14.5 | 6.1 | O=C(Cc1cn(-c2ccc(Cl)nn2)c2ccccc12)Nc1ccc(N2CCOCC2)cc1
19.6 | -4.8 | COc1cc(Nc2nccc(NCCO)n2)cc(OC)c1OC
-1.3 | 7.4 | O=C(NC1CCN(Cc2ccccc2)CC1)c1cccc(N2CCOCC2)c1
-3.9 | . | COC(CNc1cc(-c2cccnc2)nc(-c2ccccc2)n1)OC
-1.6 | 2.4 | O=C1CCCN1CCCNc1nc(Nc2ccccc2)nc2c1ncn2-c1ccccc1
-12.0 | -6.3 | CN(C)C(=O)c1cnccc1Nc1ccc(C(=O)NCC(O)C(=O)N2CCOCC2)cc1 (configuration not stated)
1.1 | 6.4 | COc1ccc(-c2nc(NCc3cccc(C(F)(F)F)c3)c3ncn(-c4ccsc4)c3n2)cn1
5.0 | . | O=C(NNC(=O)C1CC12CCC2)C1C2CCCCC21 (configuration not stated)
-6.6 | . | Cc1ccc(NC(=O)Cc2csc(NC(=O)c3ccc(Cl)cc3)n2)cc1Cl
3.3 | . | Cn1c(=O)c2c(n(C)c1=O)n1c(-c3ccc(F)cc3)nnc1n2CCCc1ccccc1
-12.8 | 16.1 | O=C(NCCOc1ccccc1)c1ccc2nc(NC3CCC(O)CC3)sc2c1 (configuration not stated)
-8.1 | -8.4 | Nc1nc(Nc2nccc3ccccc23)nc2c1ncn2C1CCCCC1
0.8 | -7.0 | CN1CCN(C(=O)c2ccc(-c3nc(NCCCN4CCCC4=O)c4ncn(-c5ccccc5)c4n3)cc2)CC1
-4.0 | -8.1 | COc1ccc(CCNC(=O)c2cncc(-c3cccc(N)c3)c2)cc1
0.8 | -1.7 | Cc1cccc(C(=O)Nc2ccccc2)c1N1CCC2(CC1)OCCO2
-2.2 | -9.1 | COc1cccc(CN(C)C(=O)Nc2ccc(-c3cn[nH]c3)cc2)c1
-3.5 | . | COC(=O)c1cnn(-c2ccc(Cl)cc2)c1N
-9.9 | 0.9 | COc1ccc(CCNc2ncnc3c2nc(-c2ccc(OC)nc2)n3C(C)C)cc1
-13.0 | -8.8 | O=C(Nc1ccc(-c2cn[nH]c2)cc1)N(Cc1cccc(F)c1)C1CC1
11.7 | 20.7 | COc1ccc(CCNC(=O)c2ccc3nc(Nc4cccc(N(C)C)c4)sc3c2)cc1

ULK1 inh | ASK1 primary | Molecule
6.0 | . | COc1ccc(-c2cnc(NCCc3c[nH]c4ccccc34)nc2)cc1
-7.0 | . | CCOC(=O)CC(=O)N1CCSC1COc1ccccc1OC (configuration not stated)
9.2 | . | CN(C)c1ccc(C(=C2C=CC(=[N+](C)C)C=C2)c2ccccc2)cc1
-24.5 | 9.2 | COc1cc(Nc2nc(N3CCOCC3)nc3c2ncn3Cc2ccc(C(F)(F)F)cc2)cc(OC)c1OC
-3.4 | -9.6 | Cn1c(Nc2nc(N)c3ncn(C4CCCCC4)c3n2)nc2ccccc21
-1.6 | 2.2 | NC(=O)c1ccc(-c2ncc(C(=O)NC3CC3)s2)cc1
-9.9 | 3.4 | COc1ccc(CCNC(=O)c2cc(Nc3ccnn3C)nc3ccccc23)cc1
5.1 | 10.1 | COC1CCC(Nc2nccc(-c3cccc(N4CCOCC4)c3)n2)CC1 (configuration not stated)
1.5 | 3.8 | CCn1c(C2NCCc3cc(OC)c(OC)cc32)nc2cc(F)c(-c3cn[nH]c3)cc21 (configuration not stated)
-0.5 | . | CN(C1=NS(=O)(=O)c2ccccc21)c1ccc(OC(=O)c2cccnc2)cc1
10.8 | . | [N-]=[N+]=NC1C[C@H](n2ccc(=O)[nH]c2=O)O[C@@H]1CO (some centres not stated)
2.1 | 5.4 | O=C(NC1CCN(Cc2ccccc2)CC1)c1cccc(Nc2cnccn2)c1
-15.6 | 11.0 | c1ccc2c(c1)OCC(CN1CCC(c3nc(-c4ccncc4)no3)C1)O2 (configuration not stated)
0.6 | -13.5 | CCN(CC)c1nc(NCCN2CCOCC2)nc(N2CCCC2CO)n1 (configuration not stated)
8.2 | 3.4 | CCN(CC)c1nc(NCCc2ccc(OC)cc2)nc(N2CCOCC2)n1
85.7* | -0.5 | CNC(=O)c1ccccc1Nc1cc(Nc2ccc(N3CCOCC3)cc2OC)ncc1Br
-11.6 | -6.0 | COc1cc(Nc2nc(Cl)nc3nc[nH]c23)cc(OC)c1OC
-19.3 | . | N#C/C(=C\c1c(F)cccc1Cl)C(=O)NCc1cccnc1
-18.7 | -17.6 | Cc1cnc(N2CCOCC2)nc1NCc1ccccc1
-21.7 | 2.0 | Cc1cccc(Nc2ccc3c(cnn3-c3cccc(C(=O)NCCN4C[C@@H](C)O[C@@H](C)C4)c3)c2)c1Cl
1.6 | . | CC(=O)Oc1ccccc1C(=O)Nc1ncc([N+](=O)[O-])s1
-0.1 | 8.3 | O=C(NC1CC1)c1ccc(-c2ccccc2)s1
-4.0 | -7.7 | CCCNc1cc(N2CCCC(C(=O)N(CC)CC)C2)nc(N)n1 (configuration not stated)
0.4 | -13.9 | CN1CCN(C(=O)c2ccc(-c3ccc(C(=O)NCCN4CCOCC4)s3)cc2)CC1
7.7 | -6.3 | N#Cc1cc(-c2ccnc(Nc3ccc(N4CCOCC4)cc3)n2)cc(N2CCN(C3CC3)CC2)c1
8.4 | -0.1 | CCN(CC)c1nc(Nc2ccc3c(c2)OCO3)nc(NC2CCN(Cc3ccccc3)CC2)n1
21.9 | 10.3 | COc1ccc(CCNc2cc(C)nc(-c3ccc(N4CCN(C)CC4)cc3)n2)cc1
-2.0 | -7.4 | COc1ccc(-c2ncc(C)c(NCc3nc4ccccc4[nH]3)n2)cn1
-14.8 | -2.6 | CN(C)CCOc1cc(-c2cn[nH]c2)ccc1NC(=O)C1COc2ccc(Cl)cc2C1 (configuration not stated)
1.3 | . | Cc1ccc(Nc2nc(C(=O)N3CCC(C(=O)N4CCN(C)CC4)CC3)cs2)cc1

ULK1 inh | ASK1 primary | Molecule
-11.8 | 2.8 | Cc1cc(Nc2nccc(-c3cc(C#N)cc(N4CCOCC4)c3)n2)no1
-9.9 | -3.4 | Nc1nc(Nc2ccc(N3CCOCC3)cc2)cc(Nc2cnccn2)n1
6.3 | . | O=C(c1cc(Cl)nc2ccccc12)N1CCOCC1
-1.4 | . | Cc1ccc(-c2cnc(NCCCN3CCOCC3)nc2)cc1
-6.7 | . | Cn1cc(-c2ccccc2NC(=O)Cc2cc(F)cc(F)c2)cn1
-5.1 | . | COC(CNC(=O)c1ccc(-c2cnn(-c3ccc(Cl)cc3)c2)nc1)OC
6.2 | -25.2 | Cc1cncc2c(S(=O)(=O)N3CC[C@@H](NC(=O)C(O)c4ccc(F)cc4F)C3)cccc12 (some centres not stated)
7.0 | -5.5 | CCCNC(=O)c1ccnc(-c2cccc(C(C)=O)c2)c1
1.3 | -10.7 | CC(=O)c1cccc(-c2nc(NCCO)c3ncn(-c4ccccc4)c3n2)c1
15.4 | 28.1 | CCN(CC)c1nc(Nc2ccc(N3CCOCC3)cc2)nc(Nc2ccc3c(c2)OCO3)n1
5.6 | -6.6 | OCCNc1nc(NCc2cccnc2)nc2c1ncn2C1CCCCC1
-3.8 | -7.5 | O=C(NCc1cccnc1)c1ccnc(Nc2cnccn2)c1
4.1 | -14.6 | O=C(NCCCN1CCCC1=O)c1cnc(N2CCCC2CO)s1 (configuration not stated)
-10.3 | 1.2 | COc1cc(NC(=O)c2cnc(Nc3ccc(C(F)(F)F)cc3)s2)cc(OC)c1OC
-15.1 | . | Cc1nc(NCc2ccncc2)cc(-c2cncc(-c3ccc(F)cc3)c2)n1
-5.3 | -0.9 | Cc1[nH]ncc1-c1ccc(OCCN2CCCC2)c(NC(=O)C2COc3ccc(F)cc3C2)c1 (configuration not stated)
4.2 | -13.5 | O=C(Cc1cn(-c2ccc(N3CCOCC3)nn2)c2ccccc12)NCCOc1ccccc1
-7.6 | 1.3 | COc1cc(NC(=O)c2cccc(-c3ccc(N4CCOCC4)nc3)n2)cc(OC)c1OC
1.5 | 4.8 | CCCNC(=O)c1ccnc(-c2cccs2)c1
13.8 | 20.4 | O=C1CCCN1CCn1cnc2c(Nc3ccc(N4CCOCC4)cc3)nc(N3CCc4ccccc4C3)nc21
-13.5 | -12.3 | O=C(NCc1cccnc1)c1cccc(Nc2ccccc2)c1
-34.4 | . | O=c1[nH]c2ccccc2c(=O)n1CCCl
5.6 | . | O=S(=O)(/C=C/c1ccccc1)Nc1cccc(-c2ccc(N3CCCC3)nn2)c1
21.0 | 4.9 | NC(C(=O)N1CCC(Nc2ccc3[nH]ncc3c2)CC1)c1ccc(-c2ccccc2)cc1 (configuration not stated)

5 entries already listed, arranged by the number in ULK1 inh, largest number first:
ULK1 inh | ASK1 primary | Molecule
15.4 | 28.1 | CCN(CC)c1nc(Nc2ccc(N3CCOCC3)cc2)nc(Nc2ccc3c(c2)OCO3)n1
7.0 | -5.5 | CCCNC(=O)c1ccnc(-c2cccc(C(C)=O)c2)c1
6.3 | . | O=C(c1cc(Cl)nc2ccccc12)N1CCOCC1
6.2 | -25.2 | Cc1cncc2c(S(=O)(=O)N3CC[C@@H](NC(=O)C(O)c4ccc(F)cc4F)C3)cccc12 (some centres not stated)
4.1 | -14.6 | O=C(NCCCN1CCCC1=O)c1cnc(N2CCCC2CO)s1 (configuration not stated)
